# Compound activity as filed in PubChem.
# MCL1-BIM inh = disrupts human MCL1 binding to BIM-BH3 peptide; GST-MCL1 / FITC-Bim-BH3 fluorescence polarization; inhibition, % at 10.9 µM; 320,000 compounds, 0.68% hits; AID 2057;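 active = inhibition above the mean inhibition of all tested compounds plus 3 SD, set per campaign, cut at about 40% in these data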;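 note: 0% = DMSO wells and 100% = unlabeled Bim-BH3 peptide control; higher means more loss of mP so more displacement of Bim peptide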
# Target sequence (Q07820 whole entry, looked up): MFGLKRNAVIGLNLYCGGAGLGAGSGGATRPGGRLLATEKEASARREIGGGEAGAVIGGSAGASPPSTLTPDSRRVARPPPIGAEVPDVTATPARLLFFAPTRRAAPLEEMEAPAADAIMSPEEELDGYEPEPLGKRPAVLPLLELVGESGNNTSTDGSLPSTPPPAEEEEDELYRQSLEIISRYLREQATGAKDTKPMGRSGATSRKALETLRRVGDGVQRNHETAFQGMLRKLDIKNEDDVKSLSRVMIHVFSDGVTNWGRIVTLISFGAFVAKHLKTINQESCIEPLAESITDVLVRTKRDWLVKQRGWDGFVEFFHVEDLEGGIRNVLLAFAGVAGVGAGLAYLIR
# BCLXL inh = blocks human Bcl-xL binding to Bim BH3 peptide | GST-Bcl-xL / FITC-Bim BH3 peptide fluorescence polarization | inhibition, % at 10.9 µM | 320,000 compounds, 0.7% hits;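 active = inhibition above the mean of all tested compounds plus 3 SD, cutoff set per campaign, cut at about 30% in these data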;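 note: 0% = DMSO wells and 100% = unlabeled Bim-BH3 peptide competitor; inhibitors lower millipolarization by displacing the labeled peptide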
# Target sequence (Q07817 whole entry, looked up): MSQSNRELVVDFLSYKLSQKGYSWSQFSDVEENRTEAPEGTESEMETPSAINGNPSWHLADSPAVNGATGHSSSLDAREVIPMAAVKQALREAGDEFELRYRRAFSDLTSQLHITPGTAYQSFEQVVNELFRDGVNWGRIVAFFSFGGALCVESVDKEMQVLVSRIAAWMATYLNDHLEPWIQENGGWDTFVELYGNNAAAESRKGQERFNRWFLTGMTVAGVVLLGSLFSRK
# TPT1 inh = blocks Candida albicans tRNA 2'-phosphotransferase | recombinant caTPT1, FP RNA substrate dephosphorylation | inhibition, % at 5 µM | 300,000 compounds, 0.81% hits | AID 1962;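 active = inhibition above the mean of all tested compounds plus 3 SD, set per screening campaign, cut at about 24% in these data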;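 note: plate controls were DMSO alone for no effect and ferristatin control at 100 nM for full effect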
# Fam108B inh = Fam108B inhibition, counter-screen for RBBP9 inhibitors; 300,000 compounds, 0.33% hits; inhibition, % at 9.51 µM; AID 1947; recombinant Fam108B, FP-Rh probe fluorescence polarization;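 active = inhibition above the screen mean inhibition plus 3 SD, computed separately per campaign, cut at about 18% in these data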;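 note: inhibitors lower polarization as less probe binds the enzyme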
# GLD-1 TGE inh = GLD-1-TGE RNA interaction inhibition (C. elegans); inhibition, % at 5.96 µM; AID 2280; purified GLD-1 + fluorescein TGE RNA, fluorescence polarization; 320,000 compounds, 0.44% hits;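 active = percent inhibition above a per-plate cutoff, the plate mean of test compounds plus 3 SD, cut at about 30% in these data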;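 note: 0% = DMSO wells with GLD-1 and probe and 100% = wells lacking GLD-1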
# PME-1 primary = blocks human protein phosphatase methylesterase 1 | Q9Y570 | recombinant PME-1, FP-Rh probe fluorescence polarization | inhibition, % at 5.9 µM | 320,000 compounds, 0.53% hits;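 active = inhibition above the campaign mean of all compounds plus 3 SD, cut at about 26% in these data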;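 note: competitive labeling of PME-1 active site by serine hydrolase directed probe; 0% = PME-1 with DMSO and 100% = wells lacking PME-1 enzyme; inhibitors block probe labeling so polarization falls and inhibition rises; many of its hits are not listed in these tables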
# Target sequence (Q9Y570 whole entry, looked up): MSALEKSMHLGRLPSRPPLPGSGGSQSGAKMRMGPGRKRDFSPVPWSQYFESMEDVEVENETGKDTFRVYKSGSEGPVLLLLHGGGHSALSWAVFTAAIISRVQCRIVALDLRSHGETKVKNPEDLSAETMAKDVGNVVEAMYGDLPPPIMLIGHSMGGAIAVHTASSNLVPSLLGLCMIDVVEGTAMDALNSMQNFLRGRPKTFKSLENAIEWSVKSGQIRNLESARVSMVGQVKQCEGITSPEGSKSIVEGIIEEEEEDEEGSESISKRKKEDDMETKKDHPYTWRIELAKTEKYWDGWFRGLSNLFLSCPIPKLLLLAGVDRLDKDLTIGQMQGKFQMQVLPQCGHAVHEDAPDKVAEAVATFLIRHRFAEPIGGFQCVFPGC
# PAD4 inh = inhibitors of human PAD4 | 330,000 compounds, 0.41% hits | AID 485272 | recombinant PAD4, RCA probe fluorescence polarization | inhibition, % at 6.36 µM | Q9UM07;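 active = percent inhibition above a cutoff equal to the mean of all tested compounds plus 3 SD, cut at about 15% in these data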;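 note: 0% = PAD4 with RCA probe and DMSO and 100% = probe without PAD4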
# MEX-5 binding = C. elegans MEX-5 TCR-2 RNA binding activity | Q9XUB2 | activity score (negative = inhibition of binding), % at 10 µM | MEX-5/FITC-TCR2 RNA binding, fluorescence polarization; active compounds read low | 300,000 compounds, 0.38% hits;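 active = inhibition past about -25% in most replicates, and total fluorescence under double the plate's negative control median, limit read from the data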;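 note: 0% = DMSO and -100% = 5 µM competing unlabeled TCR2 RNA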
# GSTO1 inh = counter-screen for RBBP9 inhibitors: inhibitors of human GSTO1; P78417; recombinant GSTO1, activity-based probe fluorescence polarization; inhibition, % at 5.96 µM; 300,000 compounds, 1.1% hits; AID 1974;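 active = inhibition above the campaign mean inhibition plus 3 SD, cut at about 35% in these data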;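 note: 0% = GSTO1-1 with DMSO and 100% = wells lacking GSTO1-1 enzyme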
# Active calls of the source: *; . = no result given.
SMILES,MCL1-BIM inh,BCLXL inh,TPT1 inh,Fam108B inh,GLD-1 TGE inh,PME-1 primary,PAD4 inh,MEX-5 binding,GSTO1 inh
Cc1cc(C)n(-c2cc(N3CCN(C(=O)c4ccc(C(C)(C)C)cc4)CC3)ccc2[N+](=O)[O-])n1,8,7,-3,5,5,5,2,2.5,5
COc1ccccc1C1CCN(c2ccc([N+](=O)[O-])cn2)CC1,0,7,-4,1,3,-1,-1,-1.5,5
COC(=O)c1ccc(/C=C2\SC(=S)N(CCCC(=O)NCCCN3CCOCC3)C2=O)cc1,5,3,5,-1,10,-11,-26,-0.8,4
CC1CN(C(=O)COc2coc(CN3CCc4ccccc4C3)cc2=O)CC(C)O1 (configuration not stated),-11,1,-1,5,3,-3,2,2.2,-4
COc1ccc(C(=O)COC(=O)CCN2C(=O)C3C4CCC(C4)C3C2=O)cc1 (configuration not stated),3,1,3,1,-2,-3,-5,1.3,0
COc1ccc(-c2cnc3n2CCCCC3)cc1,4,5,-2,-2,6,0,0,0.9,5
COC(=O)CN1CCN(C(=O)c2ccco2)CC1,1,2,-1,-1,4,5,-10,-2.2,-3
CCOC(=O)N1CCN(C(=O)c2ccc(OCC)cc2)CC1,-4,-4,-1,-2,-6,1,-2,-1.4,1
CC(=O)c1ccc(S(=O)(=O)N(C)CC(=O)NCc2ccco2)cc1,-3,0,.,.,-5,-1,2,.,.
CCOC(=O)C1CCN(C(=O)COc2ccc3c(C)cc(=O)oc3c2)CC1,-1,-2,0,-2,13,0,0,2.4,9
COc1ccc(Nc2nc(NCc3ccco3)nc(N/N=C/c3ccccc3F)n2)cc1,-2,1,2,6,6,14,6,1.7,-5
COc1ccc(N2CCN(C(CNC(=O)C(C)C)c3ccc4c(c3)OCO4)CC2)cc1 (configuration not stated),10,5,-2,0,-3,4,-1,1.9,3
O=c1cc(CN2CCN(c3ccccc3F)CC2)c2cc3c(cc2o1)CCCC3,-5,0,-2,5,-2,4,-2,1.6,1
CSc1nc(Oc2ccc3ccccc3c2)c2ccccc2n1,5,7,-2,-3,5,-4,-2,0.2,0
NS(=O)(=O)c1ccc(CCNC(=O)c2nc(CS(=O)(=O)c3ccc(Cl)cc3)no2)cc1,-7,-6,-2,2,2,6,5,1.3,-10
C#Cc1ccc([C@H]2C=C(C(=O)OCC=C)O[C@@H](OCCCCO)C2)cc1,-7,1,0,-8,6,-5,-7,3.3,-8
C/C(=C\c1cccc(Br)c1)C(=O)c1c(C)cc(C)[nH]c1=O,6,5,-1,-2,-2,6,-2,0.4,-4
Cc1ccc(NCc2nnc(SCC(=O)Nc3cc(C)on3)n2C)cc1,6,5,-5,0,-3,-3,-2,0.5,12
COc1ccc(NC(=O)CN2C(=O)c3ccccc3S2(=O)=O)cc1OC,5,4,2,-3,-2,-2,-6,1.8,-5
CC(=O)c1ccc(N(C(=O)CNC(=O)c2cccs2)C(C(=O)NCC2CCCO2)c2ccccc2)cc1 (configuration not stated),4,1,1,0,4,-2,-6,0.4,5

# Two successive compounds from above, for reference:
SMILES,MCL1-BIM inh,BCLXL inh,TPT1 inh,Fam108B inh,GLD-1 TGE inh,PME-1 primary,PAD4 inh,MEX-5 binding,GSTO1 inh
CCOC(=O)N1CCN(C(=O)c2ccc(OCC)cc2)CC1,-4,-4,-1,-2,-6,1,-2,-1.4,1
CC(=O)c1ccc(S(=O)(=O)N(C)CC(=O)NCc2ccco2)cc1,-3,0,.,.,-5,-1,2,.,.

# The list continues.
SMILES,MCL1-BIM inh,BCLXL inh,TPT1 inh,Fam108B inh,GLD-1 TGE inh,PME-1 primary,PAD4 inh,MEX-5 binding,GSTO1 inh
CC(=O)c1cccc(OCc2cc(C(=O)N(C)CCC3CCOCC3)no2)c1,-3,0,-3,-1,6,1,-3,0.4,5
CC(C)C(=O)Nc1ccc2c(c1)C(=O)NC2=O,13,9,0,1,3,3,-7,-1.5,-2
COC(=O)c1cc(S(=O)(=O)NCc2ccccc2)c[nH]1,-1,1,-2,4,7,0,4,0.1,7
CC1CCc2cc(F)ccc2N1C(=O)C1(C)CC1(Cl)Cl (configuration not stated),-2,2,2,-4,7,-13,-7,-2.7,8
O=C(Nc1cc(C(F)(F)F)ccc1Cl)c1ccc(NC(=O)C(F)(F)F)cc1,0,1,-1,0,2,1,1,-4.9,0
O=C1CSC(=S)N1c1ccc(O)cc1,2,8,2,3,8,-5,-36,-1.7,10
O=[N+]([O-])c1cc(-c2csc(NC(CO)c3nc4ccccc4n3CCOCCO)n2)ccc1Cl (configuration not stated),13,5,-1,4,4,6,-1,-4.2,9
O=C(NCC(=O)N1CC(O)CC1C(=O)N1CC(O)CC1C(=O)OCc1ccccc1)OCc1ccccc1 (configuration not stated),3,-2,-1,9,-5,4,-2,0.6,8
COc1ccc(C(=O)Nc2cc(C(=O)c3ccccc3)c(C)oc2=O)cc1,6,7,-1,-5,-4,-2,0,15,-3
COC(=O)c1ccccc1NC(=O)N1CCN(S(=O)(=O)c2ccc(Cl)cc2)CC1,4,0,-3,0,5,-4,5,-3.6,-5
COc1ccc(CNc2nc3c(c(=O)n(Cc4ccc(F)cc4)c(=O)n3C)n2C)cc1,1,6,-5,1,-1,2,2,1.3,-4
Cc1cc(NC(=O)Cn2cnc3c(nnn3-c3ccc(C)c(Cl)c3)c2=O)no1,-4,-2,7,0,-1,0,0,-3.0,10
O=C(NCC1CCCO1)c1cccc(Br)c1 (configuration not stated),0,6,1,1,6,2,-2,-0.2,6
COC(=O)c1ccc(S(=O)(=O)N2CCN(CCO)CC2)n1C,-2,1,-1,-3,5,-5,-4,-3.2,-3
COC(=O)C(=NNc1c(C)n(C)n(-c2ccccc2)c1=O)C(=O)OC,4,6,0,-3,3,6,-1,-1.1,8
Cc1ccc(S(=O)(=O)N(C)c2ccc(OC(C)C(=O)N3CCCC3)cc2)cc1C (configuration not stated),-7,2,4,-4,6,4,2,0.5,3
O=C(Cc1ccccc1)NCC1CCCO1 (configuration not stated),5,3,0,7,-4,1,0,1.0,5
COc1ccc(/C=C/C(=O)OCC(=O)c2c(N)n(C)c(=O)n(C)c2=O)c(OC)c1,-5,-8,3,-2,0,5,19*,-0.2,6
Cc1cc(Cl)c(OCCOCCN2CCCCC2)c(Br)c1,-9,0,3,3,3,2,6,-0.1,-1
Nn1c(SCC(=O)N2CCCCC2)nnc1-c1ccncc1,-7,-5,0,8,-7,-2,2,-0.5,-3
CCc1ccc(C=NC23CN4CN(CN(C4)C2)C3)s1,-20,-12,-2,-10,-2,0,-3,-0.8,-1
CC(C)S(=O)(=O)N1CCN(c2ccnc3cc(Cl)ccc23)CC1,3,5,0,-2,4,2,4,1.9,-6
O=C(O)COc1c(-c2ccccc2)oc2ccccc2c1=O,4,0,0,4,4,2,-2,.,-3
COc1cccc([C@@H]2Oc3ccc(OC)cc3C(=O)[C@H]2O)c1,6,3,-2,7,5,0,1,1.2,15
O=c1c(Cc2ccccc2)c(O)ccn1CCc1cnc[nH]1,-5,2,0,-1,4,1,-1,-1.0,3
Nc1nc(SCC(=O)Nc2ccc(Cl)c([N+](=O)[O-])c2)n[nH]1,-1,2,.,.,4,2,0,.,.
CC(=O)NC1C(Oc2ccc3c(C)cc(=O)oc3c2)OC(COC(C)=O)C(OC(C)=O)C1OC(C)=O (configuration not stated),-1,2,-4,-2,0,-3,0,2.9,9
c1ccc(-n2nnnc2-c2cnc(-c3ccncc3)nc2-c2cccs2)cc1,9,7,-1,0,-1,4,3,0.8,4
COc1cc2cc(C(=O)N[C@@H](Cc3ccccc3)C(=O)O)n(C)c2c(OC)c1OC,-1,1,-2,-2,1,-2,2,-2.2,5
O=C(CNC(=S)N(CCCN1CCOCC1)Cc1cccs1)NC1CC1,-3,-1,0,2,1,-4,-2,0.1,-2
Cc1cc2nnc(SCC(=O)N3CCCCC3)n2c(N)n1,-3,-4,-1,3,10,-3,2,1.0,0
Cc1ccc2c(c1)N(C(=O)CCC(=O)N1CCC(C(N)=O)CC1)CC(C)O2 (configuration not stated),-1,-1,-3,-3,8,-1,3,-1.0,3
O=S(=O)(CCNCc1cccs1)c1ccc(Cl)cc1,-5,-1,2,4,-8,-2,2,-0.6,0
Cc1ccc(-c2cnc(-c3ccncc3)o2)cc1,0,3,-2,0,9,1,-5,1.0,-3
CC(C)(C)C(=O)OC/C(N)=N/OC(=O)c1ccc(Cl)cc1,6,5,3,0,5,6,3,-3.3,-10
Cc1ccc(-n2[nH]c(C)c(/C=N/NC(=O)c3ccc([N+](=O)[O-])cc3)c2=O)c(C)c1,6,-1,-4,-3,3,4,-8,1.5,-2
CC(C)(C)c1cc(C(=O)NNC(=O)Nc2ccccc2)n(Cc2ccccc2)n1,-2,4,-1,-1,5,-2,1,5.5,0
CC(=O)c1ccc(NCC(=O)N2CCN(S(=O)(=O)c3ccccc3)CC2)cc1,2,5,.,.,1,1,-1,.,.
COc1ccc(NS(=O)(=O)c2cc(NC(=O)c3sccc3C)ccc2N2CCOCC2)cc1,-2,4,1,0,-8,-3,-8,-0.1,-20
CCS(=O)(=O)c1nc(S(=O)(=O)c2ccc(C)cc2)c(N2CCCC2)s1,-2,0,1,-2,8,6,0,-4.0,-1
CCOC(=O)C1CCCN(CCC(=O)Nc2ccccc2)C1 (configuration not stated),1,-3,0,-3,0,-3,0,-2.2,4
O=C(c1scc2c1CCCC2)N1CCCCC1,1,-1,-2,3,3,8,-1,1.4,1
O=P(OC1CCCCC1)(OC1CCCCC1)C(O)c1cccnc1 (configuration not stated),-4,3,-1,0,-1,-3,-1,.,1
O=C(/C=C/c1ccc2c(c1)OCO2)c1ccc[nH]1,0,-1,-1,-5,6,-5,-1,-1.7,1
CCOC(=O)c1c(O)c2cccc3c2n(c1=O)CC3,-3,-2,4,2,5,-1,1,-0.2,1
CCOc1cc(/C=C/c2cc(C(F)(F)F)[nH]c(=O)n2)ccc1O,-5,-1,20,-4,-8,1,-1,2.0,-8
O=C(Cn1c(NCCO)nc2ccccc21)c1ccccc1,1,4,-2,-1,-14,0,1,0.3,-4
CCCCn1c(=N)n(CC(=O)c2ccc(OC)cc2)c2ccccc21,5,3,-3,-3,6,-1,1,0.2,5
COC(=O)CC1=C(C(=O)OC)C(c2ccc3c(c2Cl)OCO3)C(C#N)=C(N)O1 (configuration not stated),4,4,-1,3,8,-1,5,-2.1,12
CCN1CCCC(OC(=O)c2cc(-c3ccc(C)cc3)nc3ccccc23)C1 (configuration not stated),3,-1,-2,1,-1,10,-4,-1.1,-5
CSc1ccccc1NC(=O)c1ccncc1,8,7,0,6,4,5,2,-3.6,6
c1cn(CCCNc2ncnc3nc[nH]c23)cn1,-3,4,-1,0,8,-1,0,1.7,1
Cc1cc(C)c(C)c(OCC(=O)O/N=C(\N)c2cccnc2)c1,8,3,-3,1,-2,1,-2,-0.6,7
O=C(NNc1nc2c(F)cc(F)cc2s1)C1COc2ccccc2O1 (configuration not stated),5,3,-1,-7,-3,-3,2,4.0,7
CCN1CCN(C(=O)Nc2ccc(OC)cc2OC)CC1,8,4,1,-2,6,2,-4,-1.8,0
COc1ccc(CCn2c(=N)c(C(=O)NCC3CCCO3)cc3c(=O)n4cccc(C)c4nc32)cc1 (configuration not stated),1,3,-4,0,-2,2,-2,-11,0
COCCNC(=O)C(C#N)c1nc2ccccc2nc1N1CCCCCC1 (configuration not stated),24,30,-2,2,28,1,-48,-6.9,7
Cc1cc(/C=C2\C(=N)N3N=CSC3=NC2=O)c(C)n1Cc1ccccc1,-2,5,-2,-2,-1,-6,2,-1.9,-14

# The list is partial. The share of hits here may be higher or lower than overall.
